Source: PubChem BioAssay
PPARg SRC2 recr: agonists of PPARg-SRC-2 recruitment, primary screen, biochemical, HTS. PPARgamma LBD-SRC-2 recruitment. activation, % at 8 µM. actives 0.34% (n = 200,000). AID 1032, 2008; in the data active means activation above about 22%;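 further: 0% = vehicle and 100% = reference agonist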
Target sequence (P37231 whole entry, looked up, the tested form may be a part): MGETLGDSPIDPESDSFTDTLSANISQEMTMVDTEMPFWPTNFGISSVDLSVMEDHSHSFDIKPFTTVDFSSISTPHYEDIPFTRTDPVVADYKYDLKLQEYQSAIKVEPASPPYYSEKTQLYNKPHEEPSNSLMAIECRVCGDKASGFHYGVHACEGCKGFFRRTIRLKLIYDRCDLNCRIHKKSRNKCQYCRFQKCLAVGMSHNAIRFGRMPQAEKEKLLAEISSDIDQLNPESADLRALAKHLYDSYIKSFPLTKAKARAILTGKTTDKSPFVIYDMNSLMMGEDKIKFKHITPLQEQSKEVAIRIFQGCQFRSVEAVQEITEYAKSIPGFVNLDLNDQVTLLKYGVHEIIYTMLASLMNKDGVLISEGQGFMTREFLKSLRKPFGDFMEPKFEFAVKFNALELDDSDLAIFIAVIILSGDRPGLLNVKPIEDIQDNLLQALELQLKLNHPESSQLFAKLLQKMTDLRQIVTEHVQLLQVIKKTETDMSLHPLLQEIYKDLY
SRC2 TRFRET art: TR-FRET signal artefacts, primary screen, artefact control for PPARgamma SRC-2 agonist project, biochemical; TR-FRET artefact counter-screen; active compounds read high; TR-FRET ratio at 8 µM; actives 0.4% (n = 200,000); AID 1049, 2008; in the data active means TR-FRET ratio above about 2000; further: inactives centre near 1500
TNAP inh hiacc: human TNAP enzyme inhibitors, primary screen, biochemical, luminescent, high phosphate acceptor level, uHTS. inhibition, % at 20 µM. purified TNAP, CDP-star luminescence, 1 M DEA. actives 0.03% (n = 200,000). Alkaline phosphatase, tissue-nonspecific isozyme (Homo sapiens), P05186;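 active means over 50% inhibition of tissue-nonspecific alkaline phosphatase at 20 µM in the single-dose screen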;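 further: plate controls were DMSO wells for no effect and EDTA-quenched wells as full inhibition for full effect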
Target sequence (P05186 whole entry, looked up): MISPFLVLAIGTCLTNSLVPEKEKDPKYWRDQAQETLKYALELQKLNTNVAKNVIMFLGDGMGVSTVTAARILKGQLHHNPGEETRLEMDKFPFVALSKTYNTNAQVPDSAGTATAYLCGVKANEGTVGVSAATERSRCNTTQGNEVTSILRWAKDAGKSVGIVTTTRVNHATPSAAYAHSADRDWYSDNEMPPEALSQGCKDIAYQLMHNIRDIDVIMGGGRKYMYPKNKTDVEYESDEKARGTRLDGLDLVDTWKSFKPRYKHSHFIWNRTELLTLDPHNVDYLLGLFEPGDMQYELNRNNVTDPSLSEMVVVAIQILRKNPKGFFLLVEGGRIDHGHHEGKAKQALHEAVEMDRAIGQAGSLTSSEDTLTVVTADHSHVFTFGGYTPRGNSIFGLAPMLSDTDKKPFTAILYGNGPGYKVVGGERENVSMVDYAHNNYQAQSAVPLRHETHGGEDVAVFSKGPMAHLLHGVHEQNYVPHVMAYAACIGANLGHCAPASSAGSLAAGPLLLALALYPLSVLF
bIAP activator: bovine intestinal alkaline phosphatase activators, primary screen, biochemical, bovine IAP, CDP-star luminescence; alkaline phosphatase, intestinal [Bos taurus]; purified bovine IAP, 30 min; active compounds read high; fold of DMSO-control signal, blank-subtracted; activation factor at 20 µM; actives 0.17% (n = 200,000); AID 1016, 2008;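 active means activation factor of 2 or more at 20 µM, a signal rise over negative controls twice the positive control's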
PPARg SRC1 recr: PPARgamma agonists recruiting SRC-1 coactivator, primary screen, biochemical; PPARgamma-SRC-1 coactivator recruitment biochemical assay; Peroxisome proliferator-activated receptor gamma (Homo sapiens), P37231; activation, % at 8 µM; actives 0.41% (n = 200,000); in the data active means activation above about 19%;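 further: 0% = DMSO and 100% = reference agonist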
bIAP inh: bovine intestinal alkaline phosphatase inhibitors, primary screen, selectivity assay for TNAP inhibitor project, biochemical, bovine IAP, CDP-star luminescence | alkaline phosphatase, intestinal [Bos taurus] | purified bovine IAP, 30 min | inhibition, % at 20 µM | 190,000 tested, under 10 active | AID 1019, 2008;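 active means over 50% inhibition of intestinal alkaline phosphatase at 20 µM in the single-dose screen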
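System: purified bovine intestinal alkaline phosphatase (IAP) enzyme; Input: IAP diluted 1/65,000,000 in the well; Measured by: CDP-star luminescence signal; Compound dosing: 20 µM single dose; Incubation: 30 min reaction at room temperature.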
TNAP inh no acc: human TNAP enzyme inhibitors, primary screen, biochemical, luminescent, no phosphate acceptor, uHTS; purified TNAP, CDP-star luminescence, 30 min; inhibition, % at 20 µM; actives 0.26% (n = 200,000);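 active means tissue-nonspecific alkaline phosphatase inhibition above about 50% at 20 µM in the single-dose screen, limit read from the data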;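 further: 0% = DMSO negative control and 100% = EDTA positive control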
TNAP act hi DEA: TNAP activators at high phosphate acceptor level, primary screen, biochemical, luminescence, uHTS; purified TNAP, CDP-star luminescence, 1 M DEA, 30 min; active compounds read high; 0 = EDTA background, 1 = DMSO-only activity; activation factor at 20 µM; 200,000 tested, under 10 active; Alkaline phosphatase, tissue-nonspecific isozyme (Homo sapiens), P05186;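 active means activation factor at least 2 at 20 µM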
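Control set: EDTA negative control, DMSO positive control / Assay system: human TNAP / Quantity: TNAP 1/800 final / Evaluation: TNAP activation factor scaled between EDTA and DMSO control wells / Measured by: luminescent substrate turnover signal / Compound dosing: one dose, 20 µM / Times: 30 min enzyme reaction at room temperature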
HMGR II inh: inhibitors of E. faecalis class II HMGR, primary screen, biochemical, Enterococcus faecalis | purified E. faecalis HMGR, NADPH absorbance 340 nm kinetic | inhibition, % at 10 µM | actives 0.41% (n = 190,000) | AID 1066, 2008;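 active means inhibition above a set limit, the median over all tested compounds plus 3 SD, cut at about 9.5% in these data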;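 further: enzyme runs in reverse so mevalonate oxidation gives rising NADPH absorbance; 0% = complete reaction with DMSO and 100% = background rate lacking mevalonate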
PPARg SRC-3 ag: PPARgamma agonists recruiting SRC-3 coactivator, primary screen, biochemical; activation, % at 8 µM; actives 0.26% (n = 200,000); biochemical PPARgamma/SRC-3 coactivator recruitment assay; in the data active means activation above about 23%;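 further: 0% = DMSO and 100% = reference agonist; some compounds past the cut are filed as inactive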
An asterisk follows results filed as active; . = not tested or not shown. An unsorted share of the library; about 1.6% have a hit in one of these screens.

SMILES	PPARg SRC2 recr	SRC2 TRFRET art	TNAP inh hiacc	bIAP activator	PPARg SRC1 recr	bIAP inh	TNAP inh no acc	TNAP act hi DEA	HMGR II inh	PPARg SRC-3 ag
Cc1nc(Nc2nc(-c3ccccc3)cc(=O)[nH]2)nc2ccccc12	2	1455	.	.	8	.	.	.	.	3
O=c1c(-c2nnc(SCc3ccc(Cl)cc3)o2)cccn1Cc1ccccc1	2	1771	-3	1	10	4	-3	1	2	2
CC(C)OC(=O)CSc1nnc(-c2ccncc2)n1N	1	1419	-5	1	-3	-4	-9	1.1	6	5
Cn1c(N)c(C(=O)COC(=O)c2cc(-c3ccco3)nc3ccccc23)c(=O)n(Cc2ccccc2)c1=O	-2	1201	-2	0.9	4	10	-2	1	1	-1
CCOC(=O)CSc1nnc(-c2cc(OC)c(OC)c(OC)c2)o1	-2	1349	-4	1.1	-5	-6	-11	1	-5	7
COc1ccc(C(=O)OCC(=O)NCc2ccccc2)c(OC)c1OC	1	1605	0	1	12	2	-29	1	-6	4
CCCCNC(=S)NCc1ccc2c(c1)cc(C)n2C	9	1442	-4	0.8	4	17	-10	1	-1	3
CCOC(=O)c1cc(NC(=O)c2cc(C)on2)cc(C(=O)OCC)c1	-1	1520	-3	0.9	-1	6	-9	1	-3	12
COc1ccc(CCC(C)NCC2CCCCC2)cc1 (stereo not drawn)	3	1682	-5	0.9	2	14	-19	1	-4	4
Cn1cc(/C=C2/SC(=O)N(c3ccccc3)C2=O)c2ccccc21	-1	1356	4	0.8	-2	16	-2	1	-4	-2
CCN(CC)c1ccc(NC(=O)COc2ccc(C#N)cc2)cc1S(=O)(=O)Nc1ccc(OC)cc1	3	1398	-9	1	-2	-1	-11	1.1	-1	1
Cc1cccc(C(=O)NC(=S)NNC(=O)c2ccc(Cl)cc2)c1	0	1650	-7	1.1	1	-6	-120	1.1	-1	2
Cc1ccc(OC(=O)C(F)(F)F)c2c1NCCC2	4	1631	0	0.9	1	9	-9	1	-1	8
O=C(Cc1ccc(F)cc1)Nc1cccc(-c2cn3c(n2)SCC3)c1	-5	1446	-5	1.1	6	-10	-4	1.1	-2	0
O=C(NC1CCCC1)C1CCCN(S(=O)(=O)c2cnc[nH]2)C1 (stereo not drawn)	4	1750	-3	0.9	3	9	-9	1	-13	7
CC1(C)CC(=O)C2=C(C1)OC(N)=C(C#N)C2c1ccccc1 (stereo not drawn)	-4	1339	-7	0.8	-1	15	-6	1.1	-4	-3
CC(=O)N1CCN(C(=O)CCc2nc3sc4c(c3c(=O)[nH]2)CCCC4)CC1	0	1568	-2	1	2	1	-5	1	2	2
CCOC(=O)CNC(=O)c1nn(-c2cccc(OC)c2)c(=O)c2ccccc12	-1	1437	-1	1	-5	2	-7	1	-1	-2
COC(=O)c1[nH]c2ccc(C)cc2c1NS(=O)(=O)c1ccc(F)cc1	16	1505	3	1	7	-3	-3	1	-1	8
Cc1ccccc1C1N(c2nccs2)C(=O)C2CCCN21 (stereo not drawn)	0	1588	1	1.1	2	-9	-14	1	-3	2
CCOc1ccccc1NC(=O)C1CCCN(S(=O)(=O)c2cccc3nsnc23)C1 (stereo not drawn)	-7	1642	-1	0.9	9	6	-3	1	-4	9
COc1ccc(N(CC(=O)NCCSc2ccccn2)S(C)(=O)=O)cc1Cl	0	1674	-8	1.1	6	-10	2	1.1	1	9
COc1ccc2[nH]c(C)c(CCN(Cc3cccs3)C(=S)Nc3ccc(F)cc3)c2c1	11	1657	-1	0.9	1	12	-2	1	-6	4
CCOc1ccc2c(C)c(Cl)c(=O)oc2c1	2	1482	-5	0.9	-5	11	-3	1	0	-9
COc1ccc(-c2c(C(C)=O)c(C)nc3sc4c(c23)NC(c2ccccc2)NC4=O)cc1 (stereo not drawn)	4	1626	-2	1	3	0	-5	1	3	9
CCOC(=O)C(=O)N=Nc1c(O)n(C)c2ccccc12	-1	1612	-5	1.2	0	-18	1	1.1	-3	-3
Cc1ccc(S(=O)(=O)C(C#N)=C2N(C)c3ccccc3N2C)cc1	-6	1497	-6	1	-6	-4	-16	1.1	1	-3
CCCN(C(=O)CSc1cc(-c2ccccc2)c2ccc(OC)cc2n1)C1CCS(=O)(=O)C1 (stereo not drawn)	2	1625	-6	0.9	1	8	-8	1.1	-11	-3
Cc1ccc(S(=O)(=O)NCCNc2ccccc2[N+](=O)[O-])cc1	-5	1308	14	0.8	1	24	26	0.9	-2	-5
Cc1ccc(C)c(NC(=O)Cc2ccc(S(=O)(=O)N3CCCCC3)s2)c1	0	1490	-7	1.4	-6	-45	-16	1.1	-1	-2
CCC(=O)OC1CC(C)N(C(=O)c2ccccc2)c2ccc(C)cc21 (stereo not drawn)	-2	1507	-4	0.9	-5	7	-20	1	-2	0
COc1cc(NC(=O)CSc2nnc(-c3ccncc3)n2C2CCCCC2)ccc1NC(=O)c1ccco1	6	1635	-5	0.9	3	10	35	1.1	-1	-4
Oc1cc2c(cc1C(c1ccc(Br)cc1)N1CCCC1)OCO2 (stereo not drawn)	13	1779	0	0.9	9	6	4	1	-2	7
CCOc1ccc(NC(=S)N(CCN2CCOCC2)Cc2cc3cc4c(cc3[nH]c2=O)OCO4)cc1	2	1484	-5	1.1	7	-7	-5	1.1	-2	0
O=C(CC1C(=O)NCCN1CC(c1ccccc1)c1ccccc1)NC1CC1 (stereo not drawn)	0	1570	-6	1.1	10	-13	-15	1.1	-4	-1
CCOC(=O)c1c(NC(=O)CSc2c[nH]c3ccccc23)sc2c1CCCC2	-14	1640	-4	0.9	-5	11	-3	1	7	1

5 of the compounds above, as a markdown table:
| smiles | PPARg SRC2 recr | SRC2 TRFRET art | TNAP inh hiacc | bIAP activator | PPARg SRC1 recr | bIAP inh | TNAP inh no acc | TNAP act hi DEA | HMGR II inh | PPARg SRC-3 ag |
| --- | --- | --- | --- | --- | --- | --- | --- | --- | --- | --- |
| Cc1ccc(OC(=O)C(F)(F)F)c2c1NCCC2 | 4 | 1631 | 0 | 0.9 | 1 | 9 | -9 | 1 | -1 | 8 |
| CCOc1ccc2c(C)c(Cl)c(=O)oc2c1 | 2 | 1482 | -5 | 0.9 | -5 | 11 | -3 | 1 | 0 | -9 |
| CCOC(=O)CSc1nnc(-c2cc(OC)c(OC)c(OC)c2)o1 | -2 | 1349 | -4 | 1.1 | -5 | -6 | -11 | 1 | -5 | 7 |
| Cc1ccc(S(=O)(=O)C(C#N)=C2N(C)c3ccccc3N2C)cc1 | -6 | 1497 | -6 | 1 | -6 | -4 | -16 | 1.1 | 1 | -3 |
| CCC(=O)OC1CC(C)N(C(=O)c2ccccc2)c2ccc(C)cc21 (stereo not drawn) | -2 | 1507 | -4 | 0.9 | -5 | 7 | -20 | 1 | -2 | 0 |

The main list resumes, starting two compounds before the break.
SMILES	PPARg SRC2 recr	SRC2 TRFRET art	TNAP inh hiacc	bIAP activator	PPARg SRC1 recr	bIAP inh	TNAP inh no acc	TNAP act hi DEA	HMGR II inh	PPARg SRC-3 ag
O=C(CC1C(=O)NCCN1CC(c1ccccc1)c1ccccc1)NC1CC1 (stereo not drawn)	0	1570	-6	1.1	10	-13	-15	1.1	-4	-1
CCOC(=O)c1c(NC(=O)CSc2c[nH]c3ccccc23)sc2c1CCCC2	-14	1640	-4	0.9	-5	11	-3	1	7	1
CCCCC(=O)Nc1cc([N+](=O)[O-])ccc1F	10	1768	-6	1	0	-2	-10	1.1	-1	-2
Cc1cc(NC(=O)CSc2nnc(Cc3ccccc3)o2)no1	11	1697	-7	0.9	4	6	-7	1.1	1	2
OCCCNc1ncnc2sc(-c3ccccc3)cc12	7	1571	-6	1.2	13	-15	-7	1.1	-6	5
CC(=O)c1sc(NC(=O)c2c(F)cccc2F)nc1-c1ccccc1	-4	1484	0	1.2	3	-17	-4	1	0	0
Nc1ncc(-c2nnnn2-c2ccc(Cl)cc2)c(-c2ccc(Cl)cc2)n1	7	1396	2	1	6	-2	-2	1	-3	3
CCC(=O)N1CCN(c2ccc(NC(=S)NC(=O)c3cccc([N+](=O)[O-])c3)cc2)CC1	10	1797	-6	0.9	3	9	-3	1.1	-3	7
Cc1oc(-c2cccc(Cl)c2)nc1CSCC(=O)O	13	1632	-5	0.9	3	8	5	1.1	-6	2
CC(=O)NC1=NN(C(C)=O)C(c2ccc(C(C)C)cc2)S1 (stereo not drawn)	3	1577	-4	0.9	5	14	-18	1	-9	3
COc1ccc(NS(=O)(=O)c2cccc(C(=O)N/N=C(\C)c3ccncc3)c2)cc1	-8	1510	-4	0.8	-9	24	-2	1	-3	-2
CC1(C(=O)NC2CCCC2)CCC(=O)N1Cc1cccs1 (stereo not drawn)	1	1460	-7	0.9	-6	10	-12	1.1	-8	-5
CC(C)c1ccc(NC(=O)c2csnn2)cc1	-6	1265	-7	0.9	2	14	-8	1.1	-6	-9
CC1CN(c2nnc(-c3ccccc3)c3ccccc23)CC(C)O1 (stereo not drawn)	12	1423	0	1.1	5	-6	-10	1	-2	-2
CN(C)/C=C(/C(=O)c1ccccc1Cl)S(C)(=O)=O	4	1759	-4	1.1	7	-5	-10	1	-3	6
CCCN(CCC)Cc1cc2ccccc2c2c1COC2	-4	1407	-6	0.8	-3	16	-1	1.1	2	0
CCOC(=O)CON1C(=O)C(C)(C)N(OCC(=O)OCC)C(=O)C1(C)C	-8	1490	-5	1	6	3	-9	1.1	-1	-6
CC(=O)C1=C(O)C(=O)N(Cc2ccco2)C1c1ccc(F)cc1 (stereo not drawn)	-3	1428	-3	1.1	-5	-12	-5	1	0	-1
